Source: PubChem (National Center for Advancing Translational Sciences (NCATS))
LDHA block = qHTS assay for inhibitors of human lactate dehydrogenase; purified LDHA, NADH/diaphorase-resazurin fluorescence; active compounds read low; AID 1347041, 2019; actives 0.15% (n = 480,000); activity change, % (values are at about 110 or 230 µM); L-lactate dehydrogenase A chain (Homo sapiens), P00338; in the data active means activity change below about -30%; inconclusive means mostly about -25% to -30%;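 further: plate controls were DMSO wells for no effect and wells without enzyme for full effect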
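Remaining NADH was detected by diaphorase (0.133 mg/mL) converting 37 µM resazurin to fluorescent resorufin, read at 0 and 20 minutes. The preceding 5-minute room-temperature reaction used 2 nM LDHA, 0.2 mM sodium pyruvate and 0.06 mM NADH at pH 7.4.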
D2 agonist = HTS Assay for Allosteric Agonists of the Human D2 Dopamine Receptor: Primary Screen for Agonists. actives 0.53% (n = 340,000). HEK293 T-REx D2 cells, calcium flux agonist mode. activation, % at 2 µM. D(2) dopamine receptor (Homo sapiens), P14416. AID 485358, 2010;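 active means activation over 3 SD above normal in the single-dose calcium agonist read, cut at about 30% in these data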; further: 0% is about no effect
Target sequence (P14416 whole entry, looked up): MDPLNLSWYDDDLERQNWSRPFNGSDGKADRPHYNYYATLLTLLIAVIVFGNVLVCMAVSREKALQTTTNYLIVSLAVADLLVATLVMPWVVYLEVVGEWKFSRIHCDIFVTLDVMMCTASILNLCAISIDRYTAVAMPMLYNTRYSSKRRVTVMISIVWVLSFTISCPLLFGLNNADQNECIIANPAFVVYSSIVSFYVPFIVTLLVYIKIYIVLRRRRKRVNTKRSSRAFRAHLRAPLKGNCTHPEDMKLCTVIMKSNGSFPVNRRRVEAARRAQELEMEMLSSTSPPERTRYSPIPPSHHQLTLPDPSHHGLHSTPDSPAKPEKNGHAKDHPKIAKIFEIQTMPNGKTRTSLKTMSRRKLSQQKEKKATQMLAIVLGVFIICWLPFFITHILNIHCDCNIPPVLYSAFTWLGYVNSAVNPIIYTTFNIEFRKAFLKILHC
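Tetracycline-induced HEK293 T-REx cells with force-coupled D2 receptor, plated overnight at 30 C, loaded with no-wash calcium dye. After a 10 s baseline, compound was pin-added and calcium flux read kinetically for 180 s; calcium rises flagged agonists.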
GRP78 ERSR act = qHTS for Inducers of the Endoplasmic Reticulum Stress Response (ERSR) in Human Glioma: qHTS; U87-MG GRP78 promoter luciferase reporter, 16 h; Potency, µM, without a hit: at the highest dose activation, hits mostly activators; actives 0.02% (n = 420,000); further: potency means the concentration at half of the fitted maximal effect; series mostly up to about 76 µM; % of control where 0% means no effect; nearly all actives have a fitted effect of over 35% in size
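ERSR induction read as luciferase luminescence (Bright-Glo, 10 min at room temperature) in stably transfected human U87-MG glioma cells exposed to compounds for 16 h, using GRP78 as sensor.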
Vif-A3F inh = qHTS for Inhibitors of Vif-A3F Interactions: qHTS; HeLa A3F-eYFP + Vif (tagged APOBEC3F with the HIV-1 protein that degrades it), YFP fluorescence increase; Potency, µM (highest dose often 46.1 µM), for inactives: at the top dose activity, negative = active; actives 0.2% (n = 390,000); further: potency means the concentration at half of the fitted maximal effect; % of control where 0% means no effect; nearly all actives have a fitted effect of over 65% in size
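Fluorescence increase (Ex 488/Em 500-530) after overnight compound treatment at 37 deg C flags inhibition of Vif-driven A3F-eYFP loss in stable HeLa A3F-eYFP/Vif cells seeded overnight beforehand.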
ERG Ets-DNA blk = qHTS for Small Molecule Inhibitors of the ERG Ets/DNA interaction | Transcriptional regulator ERG (Homo sapiens), P11308 | fluorescence polarization, His-ERG Ets domain / labelled DNA | Potency, µM (top dose mostly 76.9 µM), inactives show at the top dose FP activity, negative = inhibition, hits mostly inhibitors | actives 0.028% (n = 370,000); active means well fitted inhibition curve with a large enough effect in the polarisation, with a control signal flat; inconclusive means small, poorly fitted or top-dose-only effect, or effect the other way, or a change in a side signal; inactive means no such curve, though single readings can be large or run the other way; the % refers to the polarisation;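 further: polarization taken with two DNA probes labelled with fluorescein and Texas red; potency means the concentration at half of the fitted maximal effect; % of control where 0% means no effect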
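His-tagged ERG Ets domain (1 uM in the protein solution; 300mM KCl, 50mM Tris-HCl, 1mM EDTA, 1mM DTT, pH 7.5) received compound, then a probe mix of 5 nM fluorescein-DNA and 100nM Texas-615-DNA. Fluorescence polarization was read for both dyes.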
Vif-A3G inh = qHTS for Inhibitors of Vif-A3G Interactions: qHTS; actives 0.076% (n = 410,000); HeLa A3G-eYFP + Vif (tagged APOBEC3G with the HIV-1 protein that degrades it), YFP fluorescence, overnight; AID 602310, 2012; DNA dC->dU-editing enzyme APOBEC-3G (Homo sapiens), Q9HC16; Potency, µM (titrated, usually from 46.1 µM), for inactives: top-dose activity, negative = active, hits mostly inhibitors;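 further: potency means the concentration at half of the fitted maximal effect; on the % scale 0 is the no-effect control and ±100 the full control effect; nearly all actives have a fitted effect of over 60% in size; hits raise eYFP signal because A3G escapes Vif-driven loss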
Target sequence (Q9HC16 whole entry, looked up): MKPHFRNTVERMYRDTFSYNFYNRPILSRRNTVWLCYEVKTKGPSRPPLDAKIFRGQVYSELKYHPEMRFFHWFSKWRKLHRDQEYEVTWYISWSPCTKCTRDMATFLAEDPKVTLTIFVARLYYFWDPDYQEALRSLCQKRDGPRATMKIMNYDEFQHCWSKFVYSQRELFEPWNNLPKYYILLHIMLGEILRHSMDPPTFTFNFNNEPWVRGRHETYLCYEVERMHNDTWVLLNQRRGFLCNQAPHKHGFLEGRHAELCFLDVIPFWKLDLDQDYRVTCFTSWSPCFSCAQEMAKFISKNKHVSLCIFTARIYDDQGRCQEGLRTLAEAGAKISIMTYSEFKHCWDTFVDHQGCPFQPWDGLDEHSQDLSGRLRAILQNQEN
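Read-out is eYFP fluorescence (Ex 488/Em 500-530) from Vif-expressing HeLa A3G-eYFP cells; more signal means A3G escaped Vif-mediated degradation. Cells plated overnight, compound pinned in, incubated overnight at 37 deg C.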
D2 antagonist = HTS Assay for Allosteric Antagonists of the Human D2 Dopamine Receptor: Primary Screen for Antagonists | D(2) dopamine receptor (Homo sapiens), P14416 | HEK293 TREx D2 cells, calcium flux, dopamine EC80 | inhibition, % at 10 µM | actives 2% (n = 340,000) | AID 485344, 2010; in the data active means inhibition above about 30%; further: 0% is about no effect
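Compounds are added to dye-loaded, induced HEK293 T-REx cells coupled to calcium release via D2; after a 3 min kinetic read an EC80 dopamine stimulus is given and fluorescence is recorded for 3 more min.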
12-LOX inh = Primary qHTS assay for inhibitors of human arachidonate 12S-lipoxygenase (ALOX12): Round 2. Polyunsaturated fatty acid lipoxygenase ALOX12 (Homo sapiens), P18054. purified 12hLO, xylenol orange hydroperoxide absorbance. Potency, µM (series often up to 108 µM), for inactives: at the highest dose activity change, negative = inhibition, most hits filed as inhibitors. actives 1.1% (n = 580,000). AID 1671190, 2021; further: potency means the concentration at half of the fitted maximal effect; on the % scale 0 is the no-effect control and ±100 the full control effect
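Purified human 12hLO (150 nM final) in 25 mM Hepes, 0.01% Triton X-100, pH 7.0 was preincubated 15 min at room temperature with compound. Then 40 uM arachidonic acid was added, 30 min. Hydroperoxide was read by Fe-XO absorbance ratio 573/405 nm.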
RGS4 inh = Inhibitors of Regulator of G Protein Signaling (RGS) 4: qHTS; Potency, µM (highest dose often 114 µM), inactives show at the top dose activity change, negative = inhibition, usual class: inhibitors; Transcreener GDP fluorescence polarization, RGS4-accelerated GTP hydrolysis; actives 0.039% (n = 390,000); further: potency means the concentration at half of the fitted maximal effect; on the % scale 0 is the no-effect control and ±100 the full control effect; nearly all actives have a fitted effect of over 75% in size; some results filed as inactive show a strong effect at the top dose
Target sequence (P49798 whole entry, looked up): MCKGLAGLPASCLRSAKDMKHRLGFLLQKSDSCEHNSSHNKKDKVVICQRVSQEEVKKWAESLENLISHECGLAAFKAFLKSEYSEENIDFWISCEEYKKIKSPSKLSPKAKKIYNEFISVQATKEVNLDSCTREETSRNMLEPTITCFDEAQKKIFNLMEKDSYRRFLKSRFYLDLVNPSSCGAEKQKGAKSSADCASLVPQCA
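MLSMR compounds (23 nl, pin-transferred) preincubated 10 min at room temperature with a 500nM (2x) first reagent, then RGS4 at 900nM (2x) plus Transcreener GDP mix added; fluorescence polarization (620/688 nm) read before and after 90 min at 30 °C.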
Active calls of the source: *; i = inactive; ? = inconclusive; / = no result given; & = joins results of further samples; [ ] = dose if it differs, or a comment. Unless noted, the call rests on the fitted dose curve; in most records, active means well fitted curve in the direction sought with a large enough effect; inconclusive means small, poorly fitted or top-dose-only effect, or another doubt; inactive means no such curve, though single readings can be large; an effect the other way counts as inactive or inconclusive. Some of the compounds tested; count on the stated rates, not on these rows.

mol,LDHA block,D2 agonist,GRP78 ERSR act,Vif-A3F inh,ERG Ets-DNA blk,Vif-A3G inh,D2 antagonist,12-LOX inh,RGS4 inh
COc1ccc(-c2nc(CS(=O)CC(=O)NC3CCC(C)CC3)c(C)o2)cc1OC (configuration not stated),-3.2,0.1,3.9%,-3.9%,-1.6%,1.6%,12.4,-6.3%,-3.9%[56.9 µM]
COc1ccc(OC)c(-n2c(-c3cccc(C)c3)n[nH]c2=S)c1,-2.0,/,2.7%,-22.2%,-10.8%,-0.2%,/,35.5µM*,-29.4%
C#CCOCCOCCOCCNc1nc(N2CCN(C(=O)[C@H](CCC(=O)O)n3cc(CN)nn3)CC2)nc(N2CCN(C(=O)[C@H](CCC(=O)O)n3cc(CN)nn3)CC2)n1,5.7,/,-0.2%,-0.3%,-0.6%,0.6%,/,-0.9%,-4.7%
CCOC(=O)N1CCN(C(=O)C(=O)Nc2sc3c(c2C(=O)O)CC(C)(C)OC3)CC1,-0.1,0.5,-1.9%,3.4%,-8.5%,1.2%,2.1,7.1%,0.6%
Cc1nc(C(F)(F)F)ccc1C(=O)N1CCC1(C)C(=O)NCc1cccs1 (configuration not stated),2.4,/,-5.1%,/,/,1.4%,/,-5.1%,/
Cc1sc2ncnc(N3CCN(Cc4ccccc4)CC3)c2c1-c1ccc(F)cc1,-4.5,-0.6,-0.8%,-3.6%,-5.7%,-6.5%,-5.6,-1.0%,-38.8%
CC(C)C[C@H](CO)N(Cc1ccccc1)S(=O)(=O)N(Cc1ccccc1)[C@@H](CO)CC(C)C,7.8,/,-3.2%&-6.2%,-4.6%,-4.5%,-22.5%&-3.2%,/,-6.2%,5.2%
COc1ccc(CC(=O)OCC(=O)Nc2cccnc2Cl)cc1OC,0.2,2.4,-1.6%,3.5%,?,3.0%,-7.3,1.0%,-16.2%
COc1ccc(C)cc1NCc1cc(=O)oc2cc(-c3ccccc3)c(O)cc12,1.9,1.6,12.1%,?,-1.9%,?,1.2,-10.3%,-15.2%
CC(C)(C)NC(=O)c1oc2ccccc2c1NC(=O)c1ccc(F)cc1,-5.6,/,-3.4%,-8.3%,-6.3%,-0.2%,/,-16.7%,1.5%
C=CCn1c(=O)c2c(nc(Br)n2Cc2ccccc2Cl)n(C)c1=O,-2.6,-0.8,-2.4%,10.6%,-9.4%,1.7%,2.6,-13.2%,-26.3%[11.4 µM]
Cc1oc2ncn(CC(C)C)c(=O)c2c1C(=O)Nc1cc(F)ccc1F,-6.8,-0.1,-1.1%,-1.6%,0.6%,-0.8%,/,-20.2%,12.1%
COc1ccc(/C=N/NC(=O)c2ccc(NC(=O)c3ccccc3Br)cc2)cc1,-5.1,0.2,-4.7%,1.6%,-1.8%,-8.3%,-4.0,?,16.5%
Cc1cc(NC(=O)CCC(=O)N(c2cccnc2)C(C(=O)NC2CCCC2)c2ccccc2F)no1 (configuration not stated),-2.0,0.1,-4.9%,/,-3.2%,1.3%,2.2,26.0%,-37.6%
COc1ccc2cc3c(N)nn(C(=O)Cc4ccc(Cl)cc4)c3nc2c1,-5.0,0.4,-3.0%,0.6%,2.0%,0.5%,1.4,-8.8%,-33.8%
CCCCN(CC)CCCNC(=S)Nc1ccc2nc(N3CCN(C)CC3)cc(C)c2c1,1.8,71.4*,-7.1%,1.9%,?,6.0%,39.6*,-9.9%,-14.6%
Cc1ccc(CNC(=O)Cn2cc(S(=O)(=O)Cc3cccc(Cl)c3)c3ccccc32)cc1,-8.9,-0.3,-2.6%,-2.7%,1.8%,0.0%,/,-40.5%,-9.8%
COc1ccc(-c2nc(CSCC(=O)NCCC(C)C)c(C)o2)cc1OC,-3.5,-1.3,-1.8%,-4.1%,-6.1%,3.3%,/,4.4%,7.1%
CN(c1ccc(C(=O)NCc2cccs2)cc1)S(=O)(=O)c1ccccc1,-4.2,-1.0,0.3%,-10.6%,10.3%,2.1%,9.0,-10.5%,9.7%
CN1CCN(C(=O)CNc2ccc(C(F)(F)F)cc2[N+](=O)[O-])CC1,-7.6,-0.3,-3.1%,-13.8%,7.4%,2.6%,7.3,-16.3%,-3.7%
c1ccc(CCn2c3ccccc3c3nnc(SCc4ccc5nonc5c4)nc32)cc1,2.6,1.0,1.3%,2.9%,0.3%,-2.8%,4.5,3.5%,-37.2%
Cc1ccc(C)c(NC(=O)CN(C)C(=O)c2ccccc2Cc2ccccc2)c1,4.8,-2.1,-6.6%,3.4%,8.7%,-1.1%,-17.0,-27.0%,2.3%
O=C(CCC1CCCC1)NNC(=O)c1cccc(Cl)c1,1.5,-1.9,?,0.0%,9.8%,-7.8%,-13.9,i,5.7%
COc1ccccc1N1CCN(C(=O)CN(c2ccc(C)c(C)c2)S(C)(=O)=O)CC1,-4.7,/,-5.9%,12.1%,-9.7%,2.3%,/,0.0%,-10.5%
C=CCN=C1CC(C)(C)CC(=O)/C1=C(\O)c1ccccc1,-10.3,-0.4,-0.4%,-14.6%,2.4%,0.4%,2.6,-19.8%,25.5%
O=C(CCSc1ccccc1)Nc1nnc(-c2ccccc2)o1,2.5,-1.6,1.8%,-2.4%,5.3%,-1.8%,-0.5,1.2%[57.4 µM],-31.2%
O=C(COc1ccccc1F)Nc1nc(-c2ccccn2)cs1,2.1,/,-3.5%,4.0%,3.8%,0.2%,/,?,?
Cn1c(COc2ccccc2)nnc1SCC(=O)Nc1ccc(N2CCOCC2)cc1,-5.2,0.8,3.1%,0.6%,10.5%,1.3%,-6.8,-9.0%,5.2%
NC(=S)N/N=C1\CC(n2nnnc2-c2ccccc2)C2COC1O2 (configuration not stated),-1.2,0.6,-2.3%,7.1%,-2.7%,-12.8%,2.0,11.5%,-59.4%[56.9 µM]
Cc1cccc(CN2C(=O)c3ccccc3Sc3ccc(C(=O)N4CCCC4)cc32)c1,-0.1,1.1,-6.4%,2.4%,1.1%,-11.7%,/,-11.7%,-11.3%
CCCn1nnc(NC(=O)c2cccc(OCC(C)C)c2)n1,0.4,-1.6,1.7%,-7.6%,-1.3%,0.6%,-2.1,1.0%,-8.0%
COc1ccccc1C(=O)NCCC(=O)NCC(C)(C)N1CCOCC1,-1.4,0.2,-1.6%,0.5%,-11.9%,-2.8%,4.3,4.7%,-7.9%
CN1C[C@@H]2C(c3ccccc3)C3(c4ccccc4)CC2(C3)[C@H]1c1ccccc1 (some centres not stated),-2.4,0.1,-3.6%,-4.9%,-2.2%,1.9%,-1.8,14.5%,3.7%
CC(=O)N1CCN2C(=O)C1CCCC(=O)c1cc(C(C)C)ccc12 (configuration not stated),-2.2,0.2,-5.3%,-6.6%,-5.9%,1.3%,-24.7,-11.6%,-5.4%
Cc1ccc(S(=O)(=O)Nc2ccccc2F)cc1C(=O)NNC(=O)c1csc(N2CCOCC2)n1,-10.4,1.0,-2.4%,6.8%,-2.1%,-0.2%,2.7,9.3%,21.2%
Cc1nc2ccc3nc(NC(=O)c4ccc5c(c4)OCCO5)sc3c2s1,-12.7&4.5,0.8,2.1%,-1.9%,-10.4%,3.2%,-14.1,8.8%,?
COc1ccc(C(CNC(=O)c2ccc(S(=O)(=O)N3CCCC3)cc2)N2CCOCC2)cc1 (configuration not stated),3.0,/,-2.8%,0.2%,5.9%,9.4%,/,-7.8%,-14.2%[56.9 µM]
CCCOc1ccc(OCCNC2CCCC2)cc1,-14.6,/,-1.7%,-1.8%,1.3%,-1.7%,/,?,4.7%
COc1ccc(N(CC(=O)Nc2ccccc2Cl)S(=O)(=O)c2ccc(C)cc2)cc1OC,1.1,0.7,-4.2%,1.4%,10.6%,-1.0%,-32.2,21.0%,35.7%
CCc1nc(N[C@@H](CC(C)C)C(=O)O)c2oc3ccccc3c2n1,-3.3,-0.2,0.2%,-8.0%,-6.5%,-7.9%,7.3,-16.6%,11.9%
CCCNC(=O)c1ccc(N2CCC3(CC2)CC(c2cccc(Br)c2)=NO3)c(NC(=O)c2ccc(Cl)c([N+](=O)[O-])c2)c1,-3.0,0.5,-3.7%,-17.1%,-4.9%,2.7%,-12.5,-0.8%,-11.7%
CN(CC(=O)Nc1cccc(F)c1)C(=O)CSc1nc2ccccc2s1,-5.8,1.4,5.3%,6.9%,-0.3%,-1.5%,15.0,-8.5%,8.7%
